DENV2 CPE rescue – DENV2-induced cell death inhibition; DENV2-infected cells, cytopathic effect rescue, plate reader; CPE inhibition, % at 9.99 µM; 350,000 compounds, 1.7% hits; AID 651640; in the data active means CPE inhibition above about 20%, passing the limit was not always enough; tested in BHK-21 cells;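 further: 0% = median of neutral control wells and 100% = median of positive control wells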
EWS-Fli inh – blocks EWS/Fli oncoprotein-driven transcription; 350,000 compounds, 0.67% hits; A673 NR0B1-luciferase reporter, viability-normalised; AID 651661; inhibition, % at 12.6 µM;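 active means mean inhibition of at least 50% after viability correction, with every replicate also passing that limit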;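 further: firefly luciferase signal divided by Alamar Blue viability fluorescence both relative to DMSO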
miR122 inh – miR-122 inhibition in Huh7 cells | Huh7 miR-122 Renilla luciferase sensor, 48 h; neutral wells = 0, positive control = 100 | activation (reporter increase), % at 12.5 µM | 340,000 compounds, 0.3% hits;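 active means mean replicate activation score at least 90 and every replicate individually at or above 90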;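 further: higher luciferase means less miR-122 activity so hits act as miR-122 inhibitors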
FN deposit inh – fibronectin deposition inhibition. AH1F fibroblasts, Alexa488-fibronectin deposition fluorescence, overnight. inhibition, % at 12.6 µM. 350,000 compounds, 0.086% hits;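 active means mean inhibition across replicates of 30% or more, regardless of how many single replicates reach that level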;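 further: positive control wells lacked labelled fibronectin entirely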
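Material: AH1F fibroblast monolayer depositing Alexa488-labelled fibronectin into matrix / Amount: 10000 AH1F cells per well / Signal: fluorescence 485/525 nm / Medium: DMEM, 2% serum / Compound: single dose, pinned / Incubation: 1 h cell adhesion before compound, then overnight fibronectin incubation / Reagent: Alexa488-FN, 24 nM final / Read-out: inhibition of fibronectin deposition signal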
PAX8 reporter – PAX8 transcriptional activity inhibition; inhibition, % at 12.6 µM; 360,000 compounds, 1.2% hits; RMG-I TPO-luciferase reporter, SteadyGlo, 24 h;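 active means mean replicate inhibition at least 60% with every replicate also reaching 60%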;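 further: luciferase light reporting Pax8 driven TPO promoter activity; plate controls were median of neutral control wells for no effect and mitoxantrone controls for full effect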
F508del corr – correctors of CFTR F508del function in bronchial epithelial cells | CFBE cells, YFP halide quenching; stimulated with forskolin plus potentiator P3; % fluorescence drop versus neutral controls | activity (quench increase), % at 7.58 µM | 350,000 compounds, 0.36% hits;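 active means mean added fluorescence quench of at least 8% versus neutral control, with both replicates also reaching 8%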;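 further: cells transiently co-express mutant CFTR-F508del with the halide-sensitive YFP; corrector assay measuring rescue of mutant channel to the surface after 24 h compound exposure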
GSIS activator – GLuc luminescence reporter in INS-1E cells, primary screen for activators of glucose-dependent secretion of insulin. INS-1E GLuc reporter insulin secretion, 2-3 h. activation, % at 16.6 µM. 370,000 compounds, 0.61% hits;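 active means lowest replicate activation of at least 40%, so every replicate reaches that level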;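 further: 0% = median of neutral control wells and 100% = median of IBMX positive control wells; some compounds called inactive have numbers as strong as hits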
Starred values were filed as active, the others as inactive; · = not tested or not shown; & = joins results of further samples; [ ] = remark or other dose.

SMILES	DENV2 CPE rescue	EWS-Fli inh	miR122 inh	FN deposit inh	PAX8 reporter	F508del corr	GSIS activator
CCCN1[C@@H]2Cn3c(ccc(-c4cccc(OC)c4)c3=O)[C@H]1[C@@H](C(=O)NCC)[C@@H]2CO	-9	6	·	·	·	·	3
CC(=O)N(C)C[C@@H]1Oc2cc(C#Cc3cccc(F)c3)ccc2S(=O)(=O)N([C@H](C)CO)C[C@@H]1C	11	-13	3[16.7 µM]	5	·	2.1	-31
O=C(C[C@H]1CC[C@H]2[C@@H](COC[C@@H](O)CN2S(=O)(=O)c2ccc(Cl)cc2)O1)NCc1ccc(Cl)c(Cl)c1	-12	4	-2[16.7 µM]	-2	20	1.4	-27
CC(=O)c1cccc(NC(=O)c2cc(=O)[nH]c3ccc(S(=O)(=O)N4CCOCC4)cc23)c1	-5	1	-4	8	3	0.2	-7
COc1ccc(S(=O)(=O)N2CCN(C(=O)CN3C(=O)NC(C)(c4ccc5ccccc5c4)C3=O)CC2)cc1 (centres undefined)	7	13	-2	-3	17	1.3	-16
CCOc1ccc2nc(C)cc(Nc3ccc4c(c3)OCCO4)c2c1	·	·	-2	5	2	·	·
Cc1cc(C)nc(NS(=O)(=O)c2ccc(NC(=O)c3ccccc3Br)cc2)n1	-7	-1	-6	-1	-4	-3.2	-3
CCOC(=O)c1cn(CC(=O)Nc2ccccc2C(=O)OCC)nn1	·	·	0	-1	7	·	·
Cc1ccc(C)c(SCC(=O)NNC(=O)c2csc(N3CCOCC3)n2)c1	-5	7	-3	-8	10	3.0	-15
OC(CNCc1ccccc1)Cn1ccc2ccccc21 (centres undefined)	-1	13	1	2	7	-4.6	-5
CN(C)C(=O)c1ccc(-c2ccccc2[C@@H]2[C@@H](C#N)N(C(=O)C3CCCC3)[C@@H]2CO)cc1	4	-4	·	-2	·	2.3	-3
COc1ccc(S(=O)(=O)Nc2ccc3c(c2)CC(=O)N([C@H](C)CO)C[C@@H](C)[C@H](CN(C)S(=O)(=O)c2ccc(Cl)cc2)O3)cc1	13	-9	4[16.7 µM]	·	10	1.0	11
CCc1cc2ccccc2nc1SCC(=O)NC1CCCC1	-3	5	-5	11	13	0.0	23
CCNC(=O)C[C@H]1CC[C@@H]2[C@H](COC[C@H](O)CN2C(=O)c2ccccn2)O1	2	5	-2[16.7 µM]	-2	-21	-2.0	10
C[C@@H]1CN([C@@H](C)CO)C(=O)c2cc(C#Cc3ccccc3F)cnc2O[C@H]1CN(C)C(=O)Cc1ccncc1	-2	7	12[16.7 µM]	·	0	-0.4	7
O=C(C[C@H]1C[C@@H]2c3cc(NS(=O)(=O)c4ccc(F)cc4)ccc3O[C@@H]2[C@@H](CO)O1)NC1CCCC1	-4	0	1[16.7 µM]	-10	2	2.0	-1
CC1(NC(=O)c2cc(Cl)nc3ccccc23)CCS(=O)(=O)C1 (centres undefined)	54*	6	·	9	3	-1.0	21
O=[N+]([O-])c1ccc(OCc2cccc(COc3ccc([N+](=O)[O-])cc3)n2)cc1	·	·	-4	-2	-5	·	15
CCNC(=O)CC1SC(=Nc2ccc(C)cc2)N(CC)C1=O (centres undefined)	·	·	-2	-1	-9	·	·
O=C(C1CC1)N1CC2(C1)[C@H](c1ccccc1)[C@H](CO)N2C(=O)CC1CC1	0	-1	·	11	·	-1.2	24
CC(C)OC(=O)C1OC1(C)c1ccccc1 (centres undefined)	4	5	-5	1	3	-0.7	·
COC(=O)C1C2CC3c4[nH]c5cc(OC)ccc5c4CCN3CC2CC(OC2CCCCO2)C1OC (centres undefined)	9	7	-4	-2	17	3.9	-17
Cc1ccccc1Nc1nc(N)nc(CSc2nncn2C)n1	·	-18	-3	0	13	0.4	-1
Brc1cccc(OCCCCn2cncn2)c1	3	8	-6	4	-8	-0.3	4
CC(C)(O)C#Cc1ccc(C(=O)N2CCN(C(=O)c3ccco3)CC2)cc1	·	·	-5	1	-4	·	·
O=Cc1cc(OCc2ccccc2)ccc1[B-](F)(F)F	0	45	-2	9	-23	-6.5	-25
CCOc1cc(Br)cc(C(c2c(C(=O)O)[nH]c3ccccc23)c2c(C(=O)O)[nH]c3ccccc23)c1O	4	11	7	4	-4	-0.4	1
C[C@@H]1CN([C@H](C)CO)C(=O)c2cc(NC(=O)CCC(F)(F)F)ccc2O[C@H]1CN(C)Cc1ccccc1	-10	-3	-2[16.7 µM]	·	9	-1.0	11
COc1ccc(CCNC(=O)COC(=O)Cn2cnc3ccccc3c2=O)cc1	6	-9	186*	5	19	-2.8	·
CN(C(=O)CSc1nc2scc(-c3ccccc3)c2c(=O)[nH]1)c1ccccc1	4	2	5	-13	-4	-0.2	-38
COc1ccc(C(=O)NCCCOc2cccnc2)cc1OC1CCN(C(C)=O)CC1	-4	·	·	·	-7	-1.6	-9
CO/N=C/C(=N\Nc1ccc(OC)cc1)C(=O)c1ccc(F)cc1	13	3	-3	-5	11	-1.5	5
C[C@@H]1CN([C@@H](C)CO)S(=O)(=O)c2ccc(C#Cc3cccc(F)c3)cc2O[C@@H]1CN(C)S(=O)(=O)c1ccccc1F	6	7	9[16.7 µM]	-8	·	4.4	-10
CNc1c(NS(=O)(=O)c2ccc(C(C)(C)C)cc2)c(=O)oc2ccccc12	0	4	·	-6	10	0.5	-2
CCOc1ccccc1NC(=O)N1CCC(NC(=O)C2CCCCC2)CC1	10	-4	-1	0	-7	-1.9	12
O=C(NCc1nnc(SCC(=O)N2CCN(c3ccccc3)CC2)o1)c1ccc(F)cc1	-3	·	-2	1	-2	1.1	13
O=C(c1cc(COc2c(F)cccc2F)on1)N1C[C@H]2CC[C@H]1C2	-5	·	-4	7	-204	-0.5	3
O=C(NCc1ccc(Cl)cc1)Nc1ccc(F)cc1	14	·	1	6	-56	1.7	13
CCOc1ccc(OCCCC(=O)NC2=NCCS2)cc1	·	·	-1	-2	-11	·	·
Cc1ccc(NC(=O)CC2SC(=Nc3ccc(O)cc3)NC2=O)cc1 (centres undefined)	-1	3	·	·	3	1.9	7
O=C(c1nc2ccccn2c1CNCC1OCCc2ccccc21)N1CCOCC1 (centres undefined)	3	8	-5	6	5	2.1	-5
CC1(C)Cc2cccc(OCC(=O)N3CCN(c4cccc(Cl)c4)CC3)c2O1	1	-1	-3	-9	9	2.8	-36
O=C(NCc1ccncc1)Nc1ccccc1F	-9	-11	·	-13	6	-1.3	-7
CC1(C)CC(=O)C/C(=N/NC(=O)COc2ccc(Cl)cc2Cl)C1	2	17	·	-12	-7	1.1	-8
CCOC(=O)C1=C(c2ccccc2)N=c2sc(=Cc3cc(OC)c(OC)c(OC)c3)c(=O)n2C1c1cccs1 (centres undefined)	7	4	-3	-4	-4	-3.0	-4
O=C(CS(=O)(=O)c1ccccc1)Nc1nccs1	2	7	1	3	-9	1.5	7
CCOC(CCn1c(SCC(=O)Nc2cc(C)on2)nc2ccccc2c1=O)OCC	-2	1	3	-3	3	-2.5	-21
C[C@@H]1CN([C@@H](C)CO)C(=O)c2cc(-c3ccccc3F)cnc2O[C@H]1CN(C)Cc1ccccc1F	-7	0	39[16.7 µM]	0	4	1.6	-10
C[C@@H]1CCCCO[C@H](CN(C)C(=O)c2ccccc2)[C@H](C)CN([C@@H](C)CO)C(=O)c2cc(N(C)C)ccc2O1	-13	-5	3[16.7 µM]	·	2	-0.9	-17
COc1ccc(/C=C(/C#N)C(=O)Nc2cccnc2)cc1OC	·	·	5	3	-1	·	-38
COCC(=O)N1CCCCN2[C@H](CO)[C@H](c3ccc(C#Cc4cccnc4)cc3)[C@@H]2C1	-2	-7	3[16.7 µM]	·	0	1.1	18
C[C@@H]1CN([C@@H](C)CO)C(=O)CCCn2nncc2CO[C@@H]1CN(C)C(=O)C1CC1	9&-6	-2&6	1[16.7 µM]	0&-6	-10&3	-1.2&-1.2	4&-3
O=c1c(-c2nnc(SCc3ccc(Cl)c(Cl)c3)o2)cccn1Cc1ccccc1	·	·	3	-3	20	·	·
COc1ccc(-c2noc3c2-c2nc(-c4ccc(C)cc4)sc2CC3)cc1	·	5	-5	3	1	0.8	4
CCOC(=O)C1CCCN(CC(=O)Nc2cccc(C(C)=O)c2)C1 (centres undefined)	-1	-11	·	12	-5	0.5	13
C[C@H]1CN([C@@H](C)CO)C(=O)c2cccc(NS(=O)(=O)c3ccc(F)cc3)c2O[C@H]1CN(C)C(=O)Nc1ccc2c(c1)OCO2	3	-12	3[16.7 µM]	·	0	3.2	-22
COc1ccc2c3c(n(C)c2c1)[C@@H](CO)N(C(=O)c1cccnc1)CC31CCN(C(=O)c2cccnc2)CC1	-2	0	·	·	·	2.1	12
CN(C)C(=O)c1ccc(-c2ccc([C@@H]3[C@@H](CO)N4C(=O)CN(C(=O)C5CCC5)C[C@H]34)cc2)cc1	5	-2	·	-12	1	0.5	-5
Cc1ccc(S(=O)(=O)N(C)C[C@@H]2Oc3c(NC(=O)Nc4ccc(F)cc4)cccc3C(=O)N([C@@H](C)CO)C[C@@H]2C)cc1	-5	2	0[16.7 µM]	·	47	-3.0	-20
COc1ccc(C(=S)N2CCN(c3ccccc3C)CC2)cc1	-5	9	3	-7	21	-2.2	-19

More entries
SMILES	DENV2 CPE rescue	EWS-Fli inh	miR122 inh	FN deposit inh	PAX8 reporter	F508del corr	GSIS activator
O=C(CSC1=NC2(CCCCCC2)N=C1c1ccccc1)Nc1ccc2c(c1)OCCO2	-5	16	1	-1	35	-4.5	-11
Cc1csc(NC(=O)C2CSC3(C)CCC(=O)N23)n1 (centres undefined)	6	·	0	2	-15	-3.6	1
CC(Cl)C(=O)NC(=O)NC12CC3CC(CC(C3)C1)C2 (centres undefined)	·	·	3	0	11	·	-5
COc1ccc(/C=C2\N=C(C(C)(C)C)OC2=O)c(OC)c1	5	16	-1	-2	-11	-1.0	-10
Cc1ccc(C(=O)NCCSc2c(C)[nH]c3ccccc23)cc1[N+](=O)[O-]	-2	7	11	22	29	-0.1	-25
O=C(C1=C[C@@H](C2CC2)C[C@@H](OCc2ccc(CO)cc2)O1)N1CCCC1	0	-26	·	·	-16	2.1	·
O=C(CSc1nc2nc(-c3cccs3)cc(C(F)(F)F)c2c(=O)[nH]1)Nc1c(F)c(F)c(F)c(F)c1F	2	12	-6	3	21	1.7	15
CC1(C(=O)N2CCN(Cc3ccccc3Cl)CC2)CC1(Cl)Cl (centres undefined)	5	-62	-2	-7	-36	0.1	2
Cc1cccc(NC(=O)COC(=O)CCc2c[nH]c3ccccc23)c1	-4	-30	·	-2	-1	4.4	4
COc1ccccc1NC(=O)c1ccc(N)cc1	7	-4	-2	·	·	0.6	1
COCC(=O)N1C[C@@H](C)[C@@H](OC)CN(C)C(=O)c2cc(NC(=O)c3ccccc3)ccc2OC[C@H]1C	4	-2	·	6	-12	-0.9	-4
CC(=O)c1ccc(NC(=O)c2noc3c2CCC3)cc1	-4	60*	-17	-7	46	1.7	37
CCN(CC)C(=O)C1=C(C)N(CCC2=CCCCC2)C(=O)C(CC(=O)NC(c2ccccc2)c2ccccc2)C1 (centres undefined)	2	0	-5	-2	10	1.5	-34

3 entries out of the list above, sorted by the value under miR122 inh, ascending:
SMILES,miR122 inh
CC(=O)c1ccc(NC(=O)c2noc3c2CCC3)cc1,-17
COc1ccccc1NC(=O)c1ccc(N)cc1,-2
CC(Cl)C(=O)NC(=O)NC12CC3CC(CC(C3)C1)C2 (centres undefined),3

In another format: entries from further up
SMILES,DENV2 CPE rescue,EWS-Fli inh,miR122 inh,FN deposit inh,PAX8 reporter,F508del corr,GSIS activator
O=C(C1=C[C@@H](C2CC2)C[C@@H](OCc2ccc(CO)cc2)O1)N1CCCC1,0,-26,·,·,-16,2.1,·
O=C(CSc1nc2nc(-c3cccs3)cc(C(F)(F)F)c2c(=O)[nH]1)Nc1c(F)c(F)c(F)c(F)c1F,2,12,-6,3,21,1.7,15
CC1(C(=O)N2CCN(Cc3ccccc3Cl)CC2)CC1(Cl)Cl (centres undefined),5,-62,-2,-7,-36,0.1,2
